# Rtt109 Vps75 – blocks Candida albicans Rtt109/Vps75 acetyltransferase activity. inhibition, % at 34.9 µM. purified Rtt109/Vps75, ThioGlo CoA-SH fluorescence, 4 h. Q5AAJ8. 0.16% of 330,000 active;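 active means inhibition of at least 50% in every replicate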
# dFosB act – activators of mouse delta FosB homodimer. 0.99% of 340,000 active. activation, % at 25 µM. P13346. purified delta FosB, TAMRA-CDK5 oligo fluorescence polarization; percent of positive-control signal above neutral wells;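 active means mean activation above about 17%, with every replicate also reaching it, limit read from the data, passing the limit was not always enough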;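 further: fluorescence polarization rise as delta FosB binds a TAMRA Cdk5 AP-1 oligo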
# SR-BI DiI inh – mouse SR-BI HDL lipid transfer inhibition | Q61009 | ldlA[mSR-BI] CHO cells, DiI-HDL uptake fluorescence, 3 h | inhibition, % at 12.5 µM | 0.96% of 320,000 active;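 active means mean replicate inhibition of at least 70% and a set share of replicates each scoring 70 or more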;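 further: 0% = median of neutral control wells and 100% = median of positive control wells; values of inactives mirror those of a sister screen read the other way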
# PvdQ inh – P. aeruginosa PvdQ acylase inhibition; purified PvdQ acylase, fluorescence plate reader; inhibition, % at 10 µM; 0.063% of 340,000 active; AID 488965; in the data active means inhibition above about 30%, passing the limit was not always enough;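 further: 0% = vehicle neutral wells and 100% = reference inhibitor wells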
# CDK5 inh – inhibitors of human CDK5/p35 kinase; 0.01% of 330,000 active; Recombinant CDK5/p35, ADP-Glo luminescence, 60 min; inhibition, % at 10 µM; Q00535+Q15078; AID 488839;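 active means highest replicate inhibition of at least 50% and at least 75% of replicates reaching 50%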;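 further: plate controls were DMSO neutral control for no effect and GW8510 at 10 µM for full effect; many of its hits are not listed in these tables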
# Target sequence (Q00535 whole entry, looked up): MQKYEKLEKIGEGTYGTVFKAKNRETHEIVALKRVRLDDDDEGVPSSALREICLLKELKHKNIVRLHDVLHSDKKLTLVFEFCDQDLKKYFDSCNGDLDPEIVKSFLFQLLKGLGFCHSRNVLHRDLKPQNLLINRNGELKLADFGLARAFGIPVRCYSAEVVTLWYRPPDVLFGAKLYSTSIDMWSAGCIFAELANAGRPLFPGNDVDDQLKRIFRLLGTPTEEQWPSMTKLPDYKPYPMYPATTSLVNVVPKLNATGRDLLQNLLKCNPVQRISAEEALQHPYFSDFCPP
# Target sequence (Q15078 whole entry, looked up): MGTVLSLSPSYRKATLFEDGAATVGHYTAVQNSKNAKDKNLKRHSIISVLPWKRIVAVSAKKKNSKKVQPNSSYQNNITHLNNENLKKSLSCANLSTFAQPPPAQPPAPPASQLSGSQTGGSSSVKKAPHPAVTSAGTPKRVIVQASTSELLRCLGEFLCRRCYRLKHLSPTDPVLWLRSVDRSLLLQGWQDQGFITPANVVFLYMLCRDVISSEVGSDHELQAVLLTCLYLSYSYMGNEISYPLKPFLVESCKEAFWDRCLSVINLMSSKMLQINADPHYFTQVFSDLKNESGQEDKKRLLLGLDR
# HTR5A ag – counter-screen for OPRM1-OPRD1 agonists: human HTR5A agonism; 0.61% of 340,000 active; activation, % at 9.3 µM; HTR5A agonist assay, luminescence, cell-based; P47898; in the data active means activation mostly above about 9.5%, no sharp cut-off; inactive means mostly below about 7.6%;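 further: 0% = cells with vehicle only and 100% = reference agonist; strong numbers were not always called active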
# Target sequence (P47898 whole entry, looked up): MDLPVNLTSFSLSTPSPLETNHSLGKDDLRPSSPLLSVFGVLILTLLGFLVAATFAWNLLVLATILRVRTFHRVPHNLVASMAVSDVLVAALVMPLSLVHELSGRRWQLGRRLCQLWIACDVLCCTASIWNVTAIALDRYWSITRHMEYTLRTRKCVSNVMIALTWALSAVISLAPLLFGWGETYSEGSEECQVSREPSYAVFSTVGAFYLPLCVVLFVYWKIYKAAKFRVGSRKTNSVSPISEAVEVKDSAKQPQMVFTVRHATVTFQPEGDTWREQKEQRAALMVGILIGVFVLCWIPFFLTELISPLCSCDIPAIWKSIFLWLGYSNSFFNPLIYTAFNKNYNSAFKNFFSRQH
# SR-BI DiI-HDL act – enhances SR-BI lipid uptake from DiI-HDL. CHO ldlA[mSR-BI] cells, DiI-HDL uptake fluorescence, 3 h; 100 = double the neutral-control signal. 0.096% of 320,000 active. activation, % at 12.5 µM;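 active means mean replicate activation of at least 60% and every replicate at or above 60%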;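 further: 0% = median plate neutral-control signal and 100% = twice that signal; values of inactives mirror those of a sister screen read the other way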
#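 Test system: SR-BI-overexpressing, LDLR-lacking CHO cells; Also added: labelled HDL, 10 µg/mL; Measured by: bottom-read cell fluorescence after medium removal, ex 550/em 595 nm; Timing: 3 h uptake period with compound, 37 °C; Buffer or medium: F12, 0.5% BSA, 25 mM HEPES; Doses: single compound concentration, delivered by pin transfer.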
# Wnt bcat act – activators of Wnt/beta-catenin signaling; Wnt/beta-catenin reporter cell assay, activator, plate reader; activation, % at 9.35 µM; 1.2% of 300,000 active; AID 743398; in the data active means activation above about 30%, passing the limit was not always enough;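 further: 0% = neutral control wells and 100% = positive control wells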
# cardiac RTF act – increases calcium sensitivity of human cardiac regulated thin filaments; P19429+P45379; IANBD-labeled TnC RTF fluorescence at EC20 calcium; 0% EC20 calcium, 100% full calcium; activation, % at 7.2 µM; 0.24% of 340,000 active; AID 493008;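 active means activation above the mean over all tested compounds plus 3 SD, cut at about 30% in these data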;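 further: rise in fluorescence read as greater calcium sensitivity of cardiac thin filaments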
# MITF TRPM1 HTS – MITF TRPM1 promoter activation in melanoma cells; 0.75% of 300,000 active; SK-MEL-5 TRPM1-promoter luciferase, 24 h; % of positive control, neutral wells = 0; activation, % at 12.5 µM;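 active means mean activation of at least 80% with every replicate also reaching 80%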;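 further: 0% = neutral control wells and 100% = parthenolide positive control wells; values of inactives mirror those of a sister screen read the other way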
# * = called active by the depositor; · = not tested or not shown; & = joins results of further samples. This is a random part of the collection. About 4.4% of those tested had a hit in this group.
SMILES,Rtt109 Vps75,dFosB act,SR-BI DiI inh,PvdQ inh,CDK5 inh,HTR5A ag,SR-BI DiI-HDL act,Wnt bcat act,cardiac RTF act,MITF TRPM1 HTS
CCOC(=O)N1CCN(C(=O)Cn2ncn3nc(-c4cccs4)cc3c2=O)CC1,0,-3,11,-15,-0.4,-7,-11,·,5,4
Cc1ccc(S(=O)(=O)NC2=NCN(CCOC(=O)c3ccc([N+](=O)[O-])cc3)CN2)cc1,13,-7,5,11,0.7,2,-5,·,-6,9
CCCCc1nnc(SCc2ccc(OCC)cc2)n1N,1,0,-19,1,-1.2,-1,19,0,-6,3
CCOc1ccc(-c2c(C(=O)N/N=C/c3ccc(OC)cc3)nnn2-c2nonc2N)cc1,3,-2,49,-4,0.0,6,-49,·,-10,3
CN(CCO)c1ccc(/C=N/Nc2nncc3ccccc23)cc1,12,-9,19,2,13,2,-19,9,1,-50
CCOc1ccccc1NC(=O)C(NCC1(N2CCCCC2)CCCCC1)c1ccccc1 (stereo not drawn),22,-7,3,-17,1.5,-1,-3,0,2,9
O=C(NCCCn1ccnc1)c1cc(-c2ccccc2)on1,-13,-2,-14,-15,1.1,-7,14,113*,-1,-9
Cc1cc(NC(=O)CSc2ncnc3ccccc23)no1,-19,-9,·,8,1.5,7,·,0,-2,10
CCCCN(CCCC)CC(O)COc1ccc(Br)cc1 (stereo not drawn),21,-2,11,9,2.0,-2,-11,-3,-2,10
CSCCOC(=O)C1=C(C)NC(=O)CC1c1ccccc1Cl (stereo not drawn),1,-15,-12,-15,-0.8,2,12,·,2,-5
COc1ccc(C2=CSC3=NCCN23)cc1Cl,-4,5,-26,-89,0.0,-2,26,-2,-1,·
CN(CC(=O)NCCc1ccc(F)cc1)Cc1cccs1,-2,-10,-15,4,2.4,-3,15,-1,2,13
Cc1ccc(NS(=O)(=O)c2cc(N)ccc2Cl)c(C)c1,0,-6,5,-5,0.2,5,-5,2,-4,-8
COc1ccc(CNc2nnnn2C)c(OC)c1,2,1,-25,-13,-0.5,-4,25,-2,9,·
CC(O)C(O)C(O)C(O)/C=N/NC(=O)c1ccccc1 (stereo not drawn),4,5,7,-11,-0.1,-2,-7,4,-4,21
Cn1cc(C(=O)N/N=C/c2cccs2)c2ccccc21,-2,0,17,0,2.1,0,-17,1,5,16
CC1=CC(C)C2(CO)COC(c3ccccc3O)C1C2C (stereo not drawn),-2,-3,-2,-9,0.0,-3,2,·,4,7
COc1ccccc1Cn1c(=S)[nH]c2cc(C(=O)NCC(OC)OC)ccc2c1=O,-1,11,12,-17,0.3,3,-12,-2,-4,-1
CCn1nnc2cc(C(=O)N(CCOC)CC(=O)Nc3cccc(C)c3C)ccc21,2,-6,-12,-15,-1.7,-2,12,-2,0,10
CC1(c2ccccc2)NC(=O)N(CC(=O)Nc2ccc(Cl)c(S(=O)(=O)N3CCCCC3)c2)C1=O (stereo not drawn),3,-3,14,-7,2.7,1,-14,-2,-3,3
Cc1ccc(/C=C/C(=O)OCC(=O)NCCN2C(=O)CSC2=O)cc1,10,-2,-5,10,2.1,-2,5,-9,1,5
COc1ccc(CC2S/C(=N/N=C/c3ccc(O)cc3)NC2=O)cc1 (stereo not drawn),5,5,-8,-5,-0.7,4,8,0,0,42
Fc1ccc(N=c2ssnc2Cl)c(F)c1,9,2,16,-9,-1.3,0,-16,0,1,-4
O=C(Nc1c2c(nc3c1CCC3)CCCC2)c1ccccn1,3,-3,20,-17,-0.4,8,-20,·,1,-4
O=C(CCc1nnc2n(Cc3ccc(F)cc3)c(=O)c3ccccc3n12)N1CCN(c2ccccn2)CC1,-8,14,8,-7,·,5,-8,-4,-1,-15
O=C(CSCc1ccc(Cl)cc1)Nc1ccc(Br)cc1C(=O)O,0,6,-9,-14,-1.7,-1,9,2,-2,7
COC(=O)C1=C(C)N(Cc2ccc(OC)cc2)C(=O)C1,3,-3,-20,-12,3.2,5,20,-2,8,9
CCCn1c(C)nc2c(c1=O)c1nc3ccccc3nc1n2-c1ccccc1,-6,-4,-5,-2,-1.0,0,5,1,2,10
O=C(Cc1ccccc1)Nc1nc(-c2cccc([N+](=O)[O-])c2)cs1,-3,-7,3,-14,-0.8,-2,-3,-3,2,-1
CCCC(=O)NC(C)c1nc2ccccc2n1C(C)C (stereo not drawn),0,-5,-32,-11,-1.1,-5,32,-1,0,·
O=C1CC[C@@]23CCCN2C(=O)CCCC3C1 (stereo partly drawn),-7,-1,2,5,4.2,1,-2,-1,-1,7
Cc1cccc(C(=O)N[C@H](C(=O)OCC(=O)NC(=O)c2cccn2C)C(C)C)c1,1,-12,11,-15,-2.3,3,-11,·,-1,3
Cc1ccc(/C=N/N=C2/NC(=O)C(CC(=O)Nc3ccccc3)S2)o1 (stereo not drawn),0,3,0,6,0.0,2,0,·,1,-3
Cc1nnsc1C(=O)N(Cc1ccccc1)C(C)C,-6,-12,-14,-12,0.0,-1,14,2,-6,2
CCOP(=O)(OCC)C(Nc1ccc(OC)cc1)c1ccco1 (stereo not drawn),0,-4,-28,-4,-2.6,-2,28,-3,-5,-11
O=C(/C=C/c1cccs1)NNC(=O)c1cccc([N+](=O)[O-])c1,-2,-5,-16,-20,-1.2,-1,16,-2,7,-9
O=C1C=C(c2ccc(Cl)c(C(F)(F)F)c2)C[C@@H](c2ccc(F)cc2)C1,-6,-17,29,-14,-0.4,5,-29,0,0,8
Cc1cccc(NC(=O)c2sc(NC(=O)COc3ccccc3)c(C#N)c2C)c1C,-3,0,30,-1,0.0,1,-30,-1,0,-1
Cc1ccc2[nH]c3c(c2c1)CCC3=O,5,-3,4,-10,0.0,0,-4,·,2,-6
Cc1ccccc1OCCCSc1nc2ccccc2[nH]1,11,-5,23,-12,1.9,-2,-23,-1,-5,6
COc1ccc(C(=O)Nc2ccccc2C(=O)NCCCn2ccnc2)cc1,10&3,-11,19&-8,2&6,0.4,3,-19&8,-1,-4,·
COc1ccc(OC)c(CNC(=O)c2ccc(C)c(NC(=O)C3=C(C)OCCS3)c2)c1,5,-3,39,1,2.4,4,-39,-1,-12,-13
O=C(CC(C(=O)O)c1ccccc1)c1cccs1 (stereo not drawn),2,4,-3,5,1.0,1,3,0,14,·
COc1ccc(C(=O)Nc2c(Cl)cc(Cl)cc2C(=O)NCc2ccco2)cc1,-15,11,15,-16,-1.0,0,-15,·,-3,·
COc1ccc(S(=O)(=O)N2CCC(C(=O)NCCN3CCOCC3)CC2)cc1OC,-10,6,·,-8,-0.5,3,·,2,4,1
O=C(NCC12CC3CC(C1)CC(CNC(=O)N1CCCC1)(C3)C2)N1CCCC1,5,-12,-28,6,-0.9,-2,28,·,-3,-2
NC(=O)/C(=C/c1ccco1)C(N)=S,2,-6,·,1,0.0,-3,·,4,-3,·
CN1C(=O)[C@@H]2[C@H](C1=O)[C@@H]1C(=O)Nc3ccccc3C(=O)N1[C@@H]2c1cccc(Br)c1,6,-2,-4,-14,-0.4,1,4,0,1,-11
Cc1nnc(SCC(=O)N(C2CCCCC2)C2CCS(=O)(=O)C2)n1C (stereo not drawn),-1,3,-5,-12,0.3,-2,·,8,-3,-3
CCn1c(-c2cc(-c3ccc(OC(C)C)cc3)nc3ccccc23)n[nH]c1=S,11,-11,45,-11,1.7,-2,-45,7,-1,55

# Some entries already given, limited to SR-BI DiI inh, cardiac RTF act and CDK5 inh:
SMILES,SR-BI DiI inh,cardiac RTF act,CDK5 inh
COc1ccc(C(=O)Nc2ccccc2C(=O)NCCCn2ccnc2)cc1,19&-8,-4,0.4
COc1ccc(OC)c(CNC(=O)c2ccc(C)c(NC(=O)C3=C(C)OCCS3)c2)c1,39,-12,2.4
O=C(CC(C(=O)O)c1ccccc1)c1cccs1 (stereo not drawn),-3,14,1.0

# (continued)
SMILES,Rtt109 Vps75,dFosB act,SR-BI DiI inh,PvdQ inh,CDK5 inh,HTR5A ag,SR-BI DiI-HDL act,Wnt bcat act,cardiac RTF act,MITF TRPM1 HTS
O=C(CCN1C(=O)C2C3CCC(C3)C2C1=O)Nc1ccc(Br)cc1 (stereo not drawn),3,2,-17,-2,0.2,0,17,-1,-2,8
CC(C)(C)OC(=O)NCCNC(=O)c1cccs1,32,0,-6,0,-0.3,4,6,0,-2,11
CCOC(=O)C(C)NC(=O)C(NC(=O)C1CCC(CC)CC1)C(C)C (stereo not drawn),6,-7,-9,-5,-1.9,1,9,-8,2,-5
O=C(CCN1C(=O)C2C3C=CC(C3)C2C1=O)N1CCN(c2cccc(Cl)c2)CC1 (stereo not drawn),0,-4,7,4,0.3,0,-7,·,3,2
O=C(O)CSc1nc(C(F)(F)F)cc(=O)n1-c1ccccc1,-12,3,4,-25,-5.8,-1,-4,-8,6,·
CS(=O)(=O)NCCNc1ccc(Cl)cc1[N+](=O)[O-],1,0,23,-11,2.0,-2,-23,-2,-6,-9
Cc1cccc(-c2cc3c(N=O)c4ccccc4c-3n[nH]2)c1,-3,10,-7,-17,0.4,-1,7,30,1,8
COc1ccc(C2Nc3ccccc3NC3=C2C(=O)CC(C)(C)C3)c(OC)c1OC (stereo not drawn),-6,-5,9,-16,0.4,-2,-9,0,5,9
CN(C)C(=O)CSc1nnc(-c2cccnc2)n1-c1ccccc1,-14,-1,-10,12,0.5,-3,10,-2,-6,5
CCOC(=O)c1cnc2c(-c3ccccc3)cnn2c1N,2,-3,68,-17,-0.4,-2,·,38*,2,59
CCOc1cc(C(=O)CCC(=O)OCC(=O)Nc2ccc(C)c(S(=O)(=O)N(C)C)c2)ccc1O,-19,-9,29,-6,-0.6,2,-29,0,3,10
O=C(Nc1ccc2c(c1)OCO2)c1ccc(Cl)s1,-8,-11,8,3,0.2,2,-8,·,2,59
CC(C)[C@H](NS(=O)(=O)c1ccc(Cl)cc1)C(=O)OCC(=O)NCCN1C(=O)CSC1=O,-18,2,1,-2,0.0,2,-1,3,1,-4
COc1cc(C(=O)Nc2ccc3c(c2)CCCN3C(=O)c2ccco2)c([N+](=O)[O-])cc1OC,2,1,76*,1,-1.1,2,-76,-4,0,-5
COC(=O)Cn1ccc2cc(S(=O)(=O)N3CCCCC3)ccc21,7,-15,-5,-3,-0.1,0,5,0,0,-11
O=C1CC(=O)NC(SCC(=O)Nc2ccccc2[N+](=O)[O-])=N1,5,-15,·,-13,-1.3,-3,·,-7,2,-12
Cc1ccc(C(=O)Nc2ncc3c(n2)CC(c2ccco2)CC3=O)cc1 (stereo not drawn),17,-11,7,1,-0.3,-6,-7,·,-2,3
CCOc1c(Cl)cc(CNC(C)(C)CC(C)(C)C)cc1OC,6,3,-30,-6,4.0,-1,30,·,-6,2

# Source: PubChem
